High-throughput results as filed in PubChem BioAssay.
hcGAS lum = blocks human cGAS activity; Q8N884; inhibition, % at 12.5 µM; AID 1259398; recombinant h-cGAS, ATP depletion, Kinase-Glo luminescence; hit rate 0.081% among 290,000;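 further: 0% = vehicle reaction and 100% = reaction without DNA for no activity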
Target sequence (Q8N884 whole entry, looked up): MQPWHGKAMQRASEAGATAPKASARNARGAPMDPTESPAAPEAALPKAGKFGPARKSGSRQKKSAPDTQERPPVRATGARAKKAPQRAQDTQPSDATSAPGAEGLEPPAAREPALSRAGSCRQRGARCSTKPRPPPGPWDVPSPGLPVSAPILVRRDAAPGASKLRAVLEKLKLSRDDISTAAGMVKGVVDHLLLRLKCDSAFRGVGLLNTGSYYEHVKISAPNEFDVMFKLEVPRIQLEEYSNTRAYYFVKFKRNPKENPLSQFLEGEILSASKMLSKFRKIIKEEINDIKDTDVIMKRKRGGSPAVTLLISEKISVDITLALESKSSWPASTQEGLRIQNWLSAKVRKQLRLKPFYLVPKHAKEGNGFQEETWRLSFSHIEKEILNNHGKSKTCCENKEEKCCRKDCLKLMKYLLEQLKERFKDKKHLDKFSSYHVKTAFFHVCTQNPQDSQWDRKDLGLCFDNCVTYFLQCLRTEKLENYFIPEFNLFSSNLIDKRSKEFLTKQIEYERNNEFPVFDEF
mcGAS lum = inhibitors of mouse cGAS; Q8C6L5; recombinant cGAS, Kinase-Glo ATP depletion luminescence; inhibition, % at 12.5 µM; hit rate 0.15% among 160,000; AID 1259399;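 further: 0% = negative control wells and 100% = reference inhibitor with no enzyme activity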
NPYLR7 ag = activates Aedes aegypti NPYLR7 receptor | HEK293T NPYLR7/Galpha15, GCaMP6s calcium fluorescence | activation, % at 10 µM | hit rate 0.15% among 270,000; in the data active means activation above about 40%;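 further: 0% = vehicle and 100% = reference agonist at the receptor; some compounds past the cut are filed as inactive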
The depositor's hits bear a star; . = no result given; & = joins results of further samples. Unless noted, no stated cut-off is given here; in the data, active means inhibition above about 40%; inactive means the rest.

SMILES | hcGAS lum | mcGAS lum | NPYLR7 ag
O=C(c1cc(C2CC2)[nH]n1)N1CCCC(O)(CO)CC1 (stereo not given) | 2 | -12 | 3
COc1ccc(S(=O)(=O)NCCCn2nc(-c3ccncc3)ccc2=O)cc1F | 1 | . | 15
CC(C)CC(NC1=NCc2ccccc21)C(=O)O (stereo not given) | 3 | . | -5
Nc1nnc(SCC(=O)Nc2nc3c(s2)CCCC3)s1 | -3 | 0 | 3
O=C(NS(=O)(=O)CCCF)C1(c2ccccc2)CCC1 | -14 | . | 9
COc1cccc(NC(=O)C(c2ccccc2)N2CCOCC2)c1 (stereo not given) | -16 | . | 10
CN(CC(=O)Nc1ccc(F)cc1)Cc1ccc(F)cc1 | -14 | . | 6
Fc1cnc(N2CC(c3cccnc3)C2)nc1N1CCCC1 | -4 | -16 | 0
C1CCN(c2nc3nonc3nc2N2CCN(CC3CC3)CC2)C1 | -13 | . | 20
CCN(CC)c1ccc(CN(C(=O)C(C)C)C(C)C)c(OS(=O)(=O)c2ccc(OC)cc2)c1 | -1 | -3 | 13
COc1ccc(OC)c(-c2ccc(=O)n(CCNC(=O)Nc3cccc(F)c3)n2)c1 | 6 | 5 | -4
CCCN(Cc1ccc(C(O)(C=C(C)C)C=C(C)C)o1)Cc1cccn1C | -5 | -5 | -9
Cc1ccc(C2OCCCC2Nc2nn3c(=O)ccnc3s2)cc1 (stereo not given) | 5 | . | 1
Cc1ccc(C)c(S(=O)(=O)N=C2C=C(Br)C(=O)c3ccccc32)c1 | -4 | . | 8
COc1ccccc1CCC(=O)NCc1cccnc1N(C)C | -3 | . | -1
CCCc1nnc(-c2cc3ccccc3n2CC(=O)Nc2cccc(C(F)(F)F)c2)o1 | -1 | -6 | -6
O=C(Nc1ccccc1N1CCOCC1)c1cc2c(s1)CCCC2 | -8 | . | 5
O=C(O)c1ccc([C@@H]2Nc3ccc(I)cc3[C@@H]3C=CC[C@@H]32)cc1 | 28 | 71* | 10
Cc1nc(CNC(=O)CC2C(=O)NCCN2Cc2cccs2)nc2c1CCCC2 (stereo not given) | -4 | . | 4
CCC(C)n1c(COc2ccc(C(C)(C)C)cc2)n[nH]c1=S (stereo not given) | -1 | -8 | 2
Cc1cc2c(c(=O)o1)C(c1cccc(O)c1)C(C#N)=C(N)O2 (stereo not given) | -2 | -5 | 3
C(=NNc1ccc2ccccc2n1)c1ccc2c(c1)OCO2 | -15 | . | -1
Cc1cccc(C(=O)N(Cc2ccc(F)cc2)Cc2cc(N)ccc2N(C)C)c1 | -6 | . | -3
O=C(CSc1ccc(NC(=O)C2CC2)nn1)Nc1ccc(F)cc1 | -1 | . | -3
NC(=O)C1CCN(C2CC(=O)N(Cc3ccc4c(c3)OCO4)C2=O)CC1 (stereo not given) | -5 | . | -1

In another format: 4 of the compounds above.
O=C(O)c1ccc([C@@H]2Nc3ccc(I)cc3[C@@H]3C=CC[C@@H]32)cc1
  hcGAS lum: 28; mcGAS lum: 71*; NPYLR7 ag: 10
O=C(NS(=O)(=O)CCCF)C1(c2ccccc2)CCC1
  hcGAS lum: -14; mcGAS lum: .; NPYLR7 ag: 9
O=C(Nc1ccccc1N1CCOCC1)c1cc2c(s1)CCCC2
  hcGAS lum: -8; mcGAS lum: .; NPYLR7 ag: 5
C1CCN(c2nc3nonc3nc2N2CCN(CC3CC3)CC2)C1
  hcGAS lum: -13; mcGAS lum: .; NPYLR7 ag: 20

The list continues:
SMILES | hcGAS lum | mcGAS lum | NPYLR7 ag
Cc1ccc(C2SCC(=O)N2Cc2ccccc2)cc1 (stereo not given) | 5 | 2 | -11
O=C(NCC(=O)N1CCN(c2ccccc2)CC1)c1ccc2c(c1)OCO2 | 0 | . | 1
Cc1ccc(-n2ncc(C(=O)NCC3CCCO3)c2C)cc1 (stereo not given) | -7 | -5 | 32
Cc1csc(Sc2cc(=O)n3cc(Cl)ccc3n2)n1 | -8 | . | -3
CC1=C(C(=O)N2CCOCC2)C(c2ccc(Br)s2)NC(=O)N1C1CC1 (stereo not given) | -14 | . | -1
COC(=O)C(C)(Cc1ccccc1)NC(=O)c1ccc(CSc2nnc3ccccn23)cc1 (stereo not given) | -7 | -4 | 2
Cc1ccccc1Nc1nc(-c2cc3ccccc3oc2=O)cs1 | -2 | -6 | -5
COc1ccc(-c2nc3ccccn3c2NC(=O)Cc2ccc(F)cc2)cc1 | -8 | -7 | -8
CC(c1ccon1)N(C)Cc1cn(C)nc1-c1cccc(Cl)c1 (stereo not given) | -2 | . | -6
CCOCCCn1c(SCCCC#N)nc2cc(S(=O)(=O)N3CCOCC3)ccc21 | -4 | -5 | 4
O=C(Nc1ccc2c(c1)CCC2)N[C@@H](Cc1ccccc1)C(=O)N1CCC(C(=O)N2CCOCC2)CC1 | -5 | -7 | 31
COc1ccc(NS(=O)(=O)c2cc(C(=O)Nc3ccc(C)cc3)ccc2C)cc1 | -3 | -5 | 2
OC(c1ccc(F)c(F)c1)c1ncc(-c2cccc(C(F)(F)F)c2)[nH]1 (stereo not given) | -9 | . | 5
O=C(O)c1ccc(N2C(=O)CC(N3CCN(c4ncccn4)CC3)C2=O)cc1 (stereo not given) | 0 | -2 | 2
C=C(C)CNCc1cn(CCN2CCC(N3CCCC3)CC2)nc1C | -14 | -5 | .
COc1ccc(OC)c(-c2cnc(-c3ccc(CNC(=O)c4ccc(C(F)(F)F)c(F)c4)cc3)[nH]2)c1 | -1 | -4 | 5
Cc1cccc(NC(=S)NC2CC3CCC2C3)n1 (stereo not given) | -7 | . | -2
COc1cccc(C(CN2CCN(C(=O)NCc3ccccc3)CC2)OCc2ccc(C)cc2)c1 (stereo not given) | -4 | -5 | -3
COc1ccc(CN2CCC2(C)C(=O)Nc2cccc(Br)c2C)cc1 (stereo not given) | -6 | . | 11
CCC(NC(=O)Cc1cc(=O)[nH][nH]c1=O)c1nc(C)c(C)s1 (stereo not given) | -3 | . | 6
c1cncc(NCCCNC2CCC3(CCNCC3)CC2)c1 | -4 | . | 16
COc1ccc(-n2ncc(Oc3ccc4c(c3)CCC4)c(Nc3cccc(C(=O)NCc4ccncc4)c3)c2=O)cc1 | -8 | -6 | 6
COc1cc(CN2CCC3(CC2)C(=O)N(CCCc2cccnc2)C(=O)N3CC(C)C)ccc1F | -10 | -8 | 13
CCN(CC)CCNCc1c(Cl)cccc1Cl | 5 | . | 8
Cc1nc(S(=O)(=O)N2CCC3(CCN(C)CC3)C2)cn1C | -4 | -11 | 6
(list continues)
SMILES | hcGAS lum | mcGAS lum | NPYLR7 ag
CCC1CCN(C(=O)c2ccc(NC(=O)NC(C)C)cc2)C1 (stereo not given) | -9 | . | 6
O=C(c1cc(-c2ccccc2)nn1-c1cccc(Cl)c1)N1CCN(c2ccccc2Cl)CC1 | -3 | -4 | 16
CCOC(=O)[C@@H]1[C@@H](O)C(=O)N(Cc2ccccc2)C12CCN(C(=O)c1cc(C)oc1C)CC2 | 7 | -1 | 1
CCN(CC)c1c(C)nc2ccc(C(=O)N3CCN(C)CC3)cn12 | -5 | -2 | -4
Cc1nc(C(F)(F)F)ccc1C(=O)N1CCCC1(C)C(=O)NCC(C)C (stereo not given) | -17 | -7 | 6
CN(Cc1nnc(-c2ccccc2)o1)C(=O)c1cn(CCN2CCCCC2)nn1 | -4 | -17 | 30
O=C(CSc1nc2c(c(=O)n1-c1ccc(Cl)cc1)SCC2)OCc1ccccc1 | 5 | -5 | 1
c1cc2c(cc1N1CCC(N3CCOC4(CNCCOC4)C3)CC1)CCC2 (stereo not given) | -6 | -12 | 8
CCc1cccc2c(C(CC(=O)NC3CC3)c3ccc4c(c3)OCO4)c[nH]c12 (stereo not given) | 1 | -2 | 2
CNc1snc(C)c1C(=O)N(C)Cc1ccc(C(F)(F)F)cc1 | -6 | . | 5
CCCCCC1OCC(C)(C(=O)O)CO1 (stereo not given) | 3 | 0 | .
c1sc2c(c1CN1CCN(C3CCCCC3)CC1)CCCC2 | 1 | . | 11
O=C1CSC(N2CCOCC2)=N1 | 2 | . | -5
CC(=O)NCCNc1nc2cc(-c3cccc(Cl)c3)sc2c(=O)n1C | 4 | . | 5
CC1C(=O)N(c2ccc(F)cc2)CCN1C(=O)c1cccc(Br)c1 (stereo not given) | -2 | -5 | 2
CC(=O)N1CCN(c2ccc(C(=O)O)cc2[N+](=O)[O-])CC1 | 3 | -2 | -8
Cn1cnnc1SCCNC(=O)c1ccc2c(c1)ncn2-c1ccccc1 | -3 | . | 1
Cc1cc(C)n(C(=C(C(Cl)=C(Cl)Cl)[N+](=O)[O-])n2nc(C)cc2C)n1 | -2 | . | -14
CC(C)C(NCc1nc2ccccc2c(=O)[nH]1)c1ccc(C2CCCCC2)cc1 (stereo not given) | -9 | . | 12
O=C(Nc1cc(Cl)ccc1N1CCOCC1)N1CCC(Nc2ccccc2)C1 (stereo not given) | -5 | -12 | 8
COC(=O)C(C)(C)NC(=O)CCC1CCCCN1C (stereo not given) | -7 | . | 5
O=C(CC1NC(=O)c2ccccc21)NCc1cnc(-c2ccccc2)s1 (stereo not given) | -2 | . | -7
Cc1c(C(=O)NC2CCCC2)sc(=O)n1Cc1ccc(F)cc1 | 2 | . | -11
O=C1NC(=S)N/C1=C\c1cc(Br)c(O)c(Br)c1 | 15 | 9 | 27
O=c1c(C2=NCCCCC2)c(Nc2ccccc2)[nH]n1-c1ccccc1 | -7 | . | 1
(cont.)
SMILES | hcGAS lum | mcGAS lum | NPYLR7 ag
CC1(C)CC1(Cn1cnnc1)c1ccccc1 (stereo not given) | -1 | -10 | 21
S=c1[nH]c2ccccc2c2c1CCC2 | -2 | . | 7
Cc1ccc(CN(CCc2ccccc2)C(=O)CN(Cc2cc(F)cc(F)c2)CC2CCCO2)o1 (stereo not given) | -11 | -7 | .
COc1cccc(Oc2cc(C(C)C)nc(SCc3cccc(C#N)c3)n2)c1 | 3 | 0 | 4
Cc1ccc(Cc2nsc(N3CCN(C(=O)c4cc(Cl)cc(Cl)c4)CC3)n2)cc1 | -7 | -6 | -4
NC(=O)c1c(NC(=O)COC(=O)c2cc3c(s2)CCC3)sc2c1CCC2 | 10 | . | 0
Cc1ccsc1CN(Cc1ccc(F)cc1)C(=O)CN(C(=O)c1ccc(Br)cc1)C1CC1 | -11 | -5 | .
Oc1cccc(Nc2nc(N3CCOCC3)c3ccccc3n2)c1 | -7 | -6 | 6
CC(C)(C)c1ccc(COc2coc(CN3CCCN(C(=O)c4ccc(Cl)nc4)CC3)cc2=O)cc1 | -4 | -6 | -1
O=C1NC(=S)N/C1=C/c1ccccc1OCc1ccccc1F | -2 | -6 | -8
O=C(O)C[C@@H]1CCNC[C@@H]1Cc1cc(CSc2ccccc2)on1 | -6 | -7 | -10
COc1ccc(-c2c(C#N)c(N)nc3sc(C(=O)c4ccc(Cl)cc4)c(N)c23)cc1 | -7 | -6 | 6
CCN1C(=O)C2(SCCN2C(=O)c2ccc(Cl)cc2)c2cc(F)ccc21 (stereo not given) | -5 | -4 | 3
Cc1ccccc1COc1cn(CC(=O)NCCc2ccccc2)c(C)cc1=O | -11 | -8 | 1
C#Cc1ccc(Oc2ccccc2)cc1 | -14 | . | -3
O=C(CCNC(=O)c1cccc2cnccc12)Nc1cc(F)ccc1F | -5 | -8 | 0
O=C(Nc1nc2ccc([N+](=O)[O-])cc2s1)C1CCCCC1 | -2&1 | 0 | -3&-3
Oc1ccc(CN2CCCC(N3CCN(c4ccccc4F)CC3)C2)c2ccccc12 (stereo not given) | -5 | . | 1
Cc1ccc(-c2nccn2CCCO)c(Cl)c1Cl | -7 | -11 | 2
COC(=O)CN1CCN(c2ccc(S(=O)(=O)N3CCOCC3)cn2)CC1 | -7 | . | -2
O[C@@H]1CN(Cc2cccc3nsnc23)CC[C@H]1c1ccc2c(c1)OCO2 | -7 | -9 | 2
CC1(C(=O)NS(=O)(=O)c2cccs2)CCN1C(=O)Cc1ccc(Cl)cc1Cl (stereo not given) | -5 | . | 8
CN(Cc1cccs1)C(=O)c1cc(CN2CCC(O)CC2)on1 | -8 | . | 9
COC(=O)c1c(SCc2cc3c(cc2Br)OCCO3)nc(=O)[nH]c1C | -8 | -18 | 16
O=C(NCc1ccccn1)c1nn(-c2ccc(Cl)cc2)c(=O)n(Cc2cccc(Cl)c2)c1=O | -6 | -6 | 8
New compounds follow.
SMILES | hcGAS lum | mcGAS lum | NPYLR7 ag
CO[C@@H]1CC[C@H]2C[C@@H]1[C@@H](Oc1ccccn1)CN2C(=O)OCc1ccccc1 | 0 | -6 | 25
CN(C)CCNP1(=O)C=C(c2ccccc2)SC(c2ccccc2)=C1 | -2 | . | 3
O=C(NCc1cccs1)c1nn2c(C(F)(F)F)cc(-c3ccc(Br)cc3)nc2c1Cl | -8 | -6 | -4
CC(C)=CCn1cnc2c1c(=O)n(C)c(=O)n2C | 4 | -6 | 1
COc1cc(C2=NC(=Cc3ccc(F)c(Br)c3)C(=O)O2)cc(OC)c1OC | -2 | -6 | 0
COc1ccc(CN2CCCn3cccc3C2c2ccc(Cl)c(Cl)c2)cc1O (stereo not given) | -4 | -4 | -1
O=S(=O)(c1ccc2c(c1)nc(SCc1cccc(F)c1F)n2C1CCCC1)N1CCCC1 | -9 | -1 | 8

Rewritten field by field: part of the list above
> O=C(NCc1cccs1)c1nn2c(C(F)(F)F)cc(-c3ccc(Br)cc3)nc2c1Cl
  hcGAS lum: -8; mcGAS lum: -6; NPYLR7 ag: -4
> COc1cc(C2=NC(=Cc3ccc(F)c(Br)c3)C(=O)O2)cc(OC)c1OC
  hcGAS lum: -2; mcGAS lum: -6; NPYLR7 ag: 0
> CC(C)=CCn1cnc2c1c(=O)n(C)c(=O)n2C
  hcGAS lum: 4; mcGAS lum: -6; NPYLR7 ag: 1
> O=S(=O)(c1ccc2c(c1)nc(SCc1cccc(F)c1F)n2C1CCCC1)N1CCCC1
  hcGAS lum: -9; mcGAS lum: -1; NPYLR7 ag: 8
